Bioassay records (PubChem)
Sm TGR inh: S. mansoni TGR enzyme inhibition; purified TGR, DTNB reduction, TNB absorbance 405 nm; Q962Y6; 3% of 360,000 active; Potency, µM (top dose mostly 114 µM), without a hit: at the highest dose activity change, negative = inhibition, most hits filed as inhibitors; further: potency means the concentration at half of the fitted maximal effect; on the % scale 0 is the no-effect control and ±100 the full control effect; nearly all actives have a fitted effect of over 60% in size
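TGR 20 nM + NADPH 100 uM (dispensed conc.), cpd preinc 15 min RT; start with NADPH (500 uM addition) then DTNB (15 mM addition). Kinetic TNB absorbance, 405 nm filter. Four-parameter Hill fit across titration.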
Shiga inhibitor: blocks Shiga toxin action in Vero cells; 9.2% of 290,000 active; inhibition, % at 38.7 µM; Vero cells, Shiga toxin protein synthesis inhibition reporter; AID 2315; in the data active means inhibition mostly above about 28%, no sharp cut-off; inactive means mostly below about 43%; further: 0% is about no effect
Giardia FBPA inh: Giardia lamblia aldolase inhibition; A8B2U2; purified Giardia FBPA; Potency, µM (series often up to 59.6 µM), without a hit: at the highest dose activity, negative = inhibition, most hits filed as inhibitors; 0.71% of 290,000 active; AID 2451; further: potency means the concentration at half of the fitted maximal effect; on the % scale 0 is the no-effect control and ±100 the full control effect; nearly all actives have a fitted effect of over 55% in size
Target sequence (A8B2U2 whole entry, looked up): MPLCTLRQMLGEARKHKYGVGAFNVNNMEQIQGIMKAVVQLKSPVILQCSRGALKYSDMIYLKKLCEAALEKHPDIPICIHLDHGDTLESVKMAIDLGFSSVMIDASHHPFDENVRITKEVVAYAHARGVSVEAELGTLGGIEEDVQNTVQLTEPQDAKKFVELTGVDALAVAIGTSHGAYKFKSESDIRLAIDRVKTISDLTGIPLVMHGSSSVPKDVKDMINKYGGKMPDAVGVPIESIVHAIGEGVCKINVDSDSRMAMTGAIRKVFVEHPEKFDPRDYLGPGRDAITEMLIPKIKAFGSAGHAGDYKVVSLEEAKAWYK
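40 nM FBPA preincubated 10 min at RT with compound (up to 57.5 uM final), then substrate plus GAPDH/TPI/NAD/arsenate coupling and diaphorase/resazurin added. Fluorescence read after 20 min at RT, 525/598 nm.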
Pf growth 96h: P. falciparum growth inhibition at 96 hour, primary screen for plastid delayed-death inhibitors; P. falciparum luciferase reporter growth, 96 h; Potency, µM (titrated, usually from 28.7 µM), for the others: at the top dose activity change, negative = inhibition, most hits filed as inhibitors; 6.9% of 320,000 active; further: potency means the concentration at half of the fitted maximal effect; on the % scale 0 is the no-effect control and ±100 the full control effect
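Two parasite generations (96 h, 37 C, 5% CO2) of compound exposure in infected erythrocytes (0.05% parasitemia, 2% hematocrit). Luciferase-reporter P. falciparum; decreased luminescence indicates inhibited growth, aimed at apicoplast-acting delayed death.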
Pf growth 48h: P. falciparum growth inhibition at 48 hours (one generation) | P. falciparum luciferase growth in erythrocytes, 48 h | Potency, µM (series often up to 28.7 µM), for the others: at the highest dose activity change, negative = inhibition, most hits filed as inhibitors | 5.9% of 310,000 active; further: potency means the concentration at half of the fitted maximal effect; on the % scale 0 is the no-effect control and ±100 the full control effect
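Luciferase-expressing parasites in RBCs, 2% Hct / 0.1% parasitemia final; RPMI 1640 + 0.5% Albumax; 37 C, 5% CO2, one generation; luminescence read-out, lower signal = inhibition.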
CHX counter: counter-screen for Shiga toxin inhibitors: cycloheximide protein synthesis inhibition | cell reporter, cycloheximide protein synthesis inhibition counterscreen | max response, % | 12% of 300,000 active | AID 2314; in the data active means max response mostly above about 13%, no sharp cut-off; inactive means mostly below about 14%; further: read at 38.3 µM for the half of the compounds with a filed dose; 0% is about no effect
* marks the source's active call; other numbers are inactive results; ? = inconclusive; . = no result given; [ ] = dose if it differs, or a comment. Unless noted, the call rests on the fitted dose curve; in most records, active means well fitted curve in the direction sought with a large enough effect; inconclusive means small, poorly fitted or top-dose-only effect, or another doubt; inactive means no such curve, though single readings can be large; an effect the other way counts as inactive or inconclusive. This is a random part of the collection. About 24% of those tested had a hit in this group.

Assay codes – A = Sm TGR inh; B = Shiga inhibitor; C = Giardia FBPA inh; D = Pf growth 96h; E = Pf growth 48h; F = CHX counter
CC(C)C(NC(=O)CCNC(=O)c1ccccc1Cl)c1nc2ccccc2[nH]1 (configuration not stated)
  A = -35% | B = . | C = . | D = 1% | E = ? | F = .

CCOC(=O)Nc1ccc2c(c1)N(C(=O)N1CCN(C)CC1)c1ccccc1CC2
  A = 16% | B = -4 | C = 5% | D = 0% | E = 12µM* | F = 6

CC(=O)c1ccc(-c2c(C3C4C=CCC(C)C4C(=O)N3Cc3ccccc3)ccc3ccccc23)cc1 (configuration not stated)
  A = . | B = 3 | C = -5% | D = . | E = . | F = 21

CCC(C)NC(=O)C1CCC(=O)N1Cc1ccc(C)cc1 (configuration not stated)
  A = 11% | B = -13 | C = 3% | D = 12µM* | E = -10% | F = 9

COC(=O)CCCC(=O)N1CCC(CCC(=O)NC2CC2)CC1
  A = -1% | B = -8 | C = 18% | D = -8% | E = 13% | F = -5

O=C(N/N=C/c1ccc(Sc2nc3ccccc3s2)c([N+](=O)[O-])c1)c1ccccn1
  A = -24% | B = -4 | C = . | D = 10µM* | E = ? | F = 28

O=[N+]([O-])c1ccccc1/C=C/CN1CCCCC1CO (configuration not stated)
  A = -1% | B = -8 | C = -15% | D = -2% | E = 13% | F = -4

C=CCn1c(C)cc(C(=O)COC(=O)CNC(=O)c2ccccc2)c1C
  A = 3% | B = 11* | C = 9% | D = 133%[activator] | E = 190%[activator] | F = 114*

Cc1ccc(-c2cc(C(=O)NCc3ccc4c(c3)OCO4)[nH]n2)c(O)c1C
  A = -1% | B = 8 | C = 4% | D = 12µM* | E = 0% | F = 12

COC(=O)CCC(=O)Nc1ccc(C)cc1OC(=O)CCC(=O)OC
  A = -32% | B = -4 | C = 2% | D = . | E = . | F = -2

Some of the entries so far, as tab-separated lines:
Molecule	Sm TGR inh	Shiga inhibitor	Giardia FBPA inh	Pf growth 96h	Pf growth 48h	CHX counter
CC(=O)c1ccc(-c2c(C3C4C=CCC(C)C4C(=O)N3Cc3ccccc3)ccc3ccccc23)cc1 (configuration not stated)	.	3	-5%	.	.	21
CCC(C)NC(=O)C1CCC(=O)N1Cc1ccc(C)cc1 (configuration not stated)	11%	-13	3%	12µM*	-10%	9
COC(=O)CCCC(=O)N1CCC(CCC(=O)NC2CC2)CC1	-1%	-8	18%	-8%	13%	-5
O=C(N/N=C/c1ccc(Sc2nc3ccccc3s2)c([N+](=O)[O-])c1)c1ccccn1	-24%	-4	.	10µM*	?	28

Limited to Sm TGR inh, CHX counter and Pf growth 96h, for 2 of the compounds above:
| compound | Sm TGR inh | CHX counter | Pf growth 96h |
| --- | --- | --- | --- |
| O=[N+]([O-])c1ccccc1/C=C/CN1CCCCC1CO (configuration not stated) | -1% | -4 | -2% |
| C=CCn1c(C)cc(C(=O)COC(=O)CNC(=O)c2ccccc2)c1C | 3% | 114* | 133%[activator] |

(listing goes on)
Assay codes – A = Sm TGR inh; B = Shiga inhibitor; C = Giardia FBPA inh; D = Pf growth 96h; E = Pf growth 48h; F = CHX counter
COc1ccc(N(CC(=O)NCc2ccco2)S(=O)(=O)c2ccc(C)cc2)cc1
  A = . | B = 17 | C = 8% | D = 9% | E = ? | F = 17

CCOC(=O)c1c(N2C(=O)Nc3ccccc3N2O)sc2c1CCCCC2
  A = -25% | B = 1 | C = 29% | D = ? | E = -1% | F = -2

O=C(c1ccncc1)N(Cc1ccco1)Cc1cc2ccccc2[nH]c1=O
  A = -36% | B = -10 | C = -6% | D = ? | E = -10% | F = 5

Cc1ccc(-c2nnn(CC(=O)N(Cc3cccs3)C(C(=O)NC(C)(C)C)c3ccc(C)o3)n2)o1 (configuration not stated)
  A = -22% | B = -8 | C = -9% | D = . | E = -7% | F = 4

CCCCOC(=O)C1=C(C)Nc2ncnn2C1c1cc(OC)c(OC)cc1OC (configuration not stated)
  A = 0% | B = -7 | C = 2% | D = ? | E = -8% | F = -4

CC(C)CN(C(=O)c1cccc(Cl)c1)c1c(N)n(Cc2ccccc2)c(=O)[nH]c1=O
  A = ? | B = . | C = . | D = ? | E = ? | F = .

O=C(Nc1cccc(Cl)c1)NC1CCS(=O)(=O)C1 (configuration not stated)
  A = 7% | B = -4 | C = 3% | D = 42% | E = 5% | F = -1

N#Cc1ccc(-c2nc3ccccc3c(=O)n2O)cc1
  A = -11% | B = -8 | C = 0% | D = ? | E = 24% | F = 3

COc1ccccc1-c1c(C)oc2c(CN3CCCCC3C)c(O)ccc2c1=O (configuration not stated)
  A = 5% | B = -5 | C = 6% | D = ? | E = ? | F = -4

CCc1ccc(CN(C)CC(=O)Nc2sccc2C#N)cc1
  A = 1% | B = 11 | C = -4% | D = 5% | E = -1% | F = -2

COc1ccc(N(CC(=O)Nc2ccc(OC)cc2OC)S(=O)(=O)c2ccccc2)cc1
  A = -4% | B = -4 | C = -9% | D = ? | E = ? | F = 1

COc1ccc(CCNC(=O)CSc2nc(C)nc3sccc23)cc1OC
  A = 0% | B = -3 | C = -1% | D = -6% | E = -6% | F = -1

OC(c1ccccc1)c1nccn1Cc1ccccc1 (configuration not stated)
  A = 3% | B = -4 | C = 1% | D = ? | E = . | F = 0

O=[N+]([O-])c1ccccc1S(=O)(=O)Nc1nc2ccccc2s1
  A = 1% | B = 26 | C = -10% | D = ? | E = 1% | F = 8

COc1ccc(NC(=O)c2c(Cl)cnn2C)c(C)c1
  A = 17% | B = -3 | C = 0% | D = ? | E = -3% | F = -1

COc1cc(C=O)cc(OC)c1OS(=O)(=O)c1ccc(NC(C)=O)cc1
  A = 3% | B = -8 | C = 0% | D = 4.1µM* | E = 28% | F = -5

CCN(CC)C(C(=O)Nc1ccc(C(C)C)cc1)c1ccc2c(c1)OCO2 (configuration not stated)
  A = -26% | B = -20 | C = -12% | D = 107%[activator] | E = 8.3µM* | F = -5

CC(C)C[C@H](NC(=O)c1nc[nH]c1C(=O)NCC(=O)OCc1ccccc1)C(=O)OC(C)(C)C
  A = -1% | B = 0 | C = -5% | D = 136%[activator] | E = 56%[activator] | F = -2

CC(=O)c1ccc(NC(=S)NC(=O)/C=C/c2ccc(F)cc2)cc1
  A = -3% | B = 26 | C = 16% | D = ? | E = 1% | F = 20*

CCOC(=O)C1CCCN(C(=O)c2ccc(C)c(S(=O)(=O)N3CCCCC3)c2)C1 (configuration not stated)
  A = 0% | B = . | C = . | D = ? | E = ? | F = .

O=S1(=O)CC(O)C(NCCO)C1 (configuration not stated)
  A = 7% | B = -8 | C = 4% | D = 1% | E = 4% | F = -3

COCCNC(=S)N(CCc1c(C)[nH]c2ccc(C)cc12)Cc1cccnc1
  A = -6% | B = 4 | C = 5% | D = 1.7µM* | E = ? | F = 0

Cc1ccnc(NC(=O)c2ccc(S(=O)(=O)N3CCCCC3)cc2)c1
  A = -1% | B = . | C = . | D = -11% | E = ? | F = .

COC(=O)C[n+]1cccc2ccccc21
  A = -1% | B = 12 | C = -10% | D = ? | E = -27% | F = -2

CCC(=O)Nc1nc2ccc(NC(=O)c3cc(OC)c(OC)c(OC)c3)cc2s1
  A = 1% | B = 19 | C = -3% | D = 23% | E = ? | F = 8

COc1ccc(S(=O)(=O)N2CCC(C(=O)NCCCc3ccccc3)CC2)cc1
  A = 0% | B = -7 | C = . | D = -4% | E = 10% | F = 13

c1ccc2c(Nc3nc(-c4ccncc4)nc4ccccc34)cccc2c1
  A = -24% | B = -8 | C = -23% | D = ? | E = ? | F = -2

COc1ccc(CNC(=O)CSc2nc(C)cs2)cc1
  A = -4% | B = 11 | C = 1% | D = 292%[activator] | E = 38%[activator] | F = 13

O=C(CN1CCOCC1)NCc1ccc(F)cc1
  A = 0% | B = 2 | C = 7% | D = 15% | E = 15% | F = 1

Cc1ccc(S(=O)(=O)Cn2nnnc2C(CC(C)C)N2CCN(C)CC2)cc1 (configuration not stated)
  A = -11% | B = 10 | C = -15% | D = . | E = ? | F = -3

Cc1c(NC(=O)c2c(NC(=O)CNC3CC3)sc3c2CCCC3)c(=O)n(-c2ccccc2)n1C
  A = 5% | B = -3 | C = -4% | D = ? | E = -13% | F = -4

O=C(Nc1ccc(F)cc1)C1COc2ccccc2O1 (configuration not stated)
  A = -26% | B = 39 | C = -5% | D = 96%[activator] | E = 65%[activator] | F = 20*

CC(C)(C)c1nn2cnnc2n(/N=C/c2ccc(O)cc2)c1=O
  A = 4% | B = -9 | C = 5% | D = ? | E = 1% | F = -8

COc1cccc2cc(-c3nnc(SCC(=O)NCCc4ccccc4)n3C)oc12
  A = 1% | B = -14 | C = 9% | D = . | E = -1% | F = 0

CC(C)Oc1cccc(C(=O)C2CCCN(C(=O)c3cncs3)C2)c1 (configuration not stated)
  A = 30% | B = -2 | C = . | D = ? | E = 3% | F = 13

COc1ccc(C2CCN(CC(=O)N(C)C)CC2O)cc1 (configuration not stated)
  A = -30% | B = 11 | C = 2% | D = -9% | E = ? | F = -2

O=C(COC(=O)c1ccc2ncsc2c1)Nc1ccccc1Br
  A = -2% | B = . | C = . | D = 10% | E = 60%[activator] | F = .

CCOC(=O)c1c(C)oc2c1c(C(c1cccnc1)N1CCOCC1)c(O)c1ccccc12 (configuration not stated)
  A = 1.3µM* | B = 123* | C = ? | D = 150%[activator] | E = 77%[activator] | F = 49*

CCOc1cc(C2c3c(-c4ccccc4)n[nH]c3C(=O)N2c2ccc(C(=O)O)cc2)ccc1O (configuration not stated)
  A = 25µM* | B = 6 | C = 21% | D = 4% | E = 51%[activator] | F = -2

NC(=O)c1c(/N=C/c2cccs2)sc2c1CCCC2
  A = -13% | B = 21 | C = -12% | D = 55%[activator] | E = 53%[activator] | F = 10*

COc1ccccc1NS(=O)(=O)c1cc(C(=O)NCC(c2ccco2)N2CCCCC2)ccc1C (configuration not stated)
  A = -34% | B = . | C = . | D = 8.3µM* | E = 12µM* | F = .

CCOC(=O)c1c(NC(=O)CSc2nnnn2CC)sc(C)c1C
  A = -30% | B = 19 | C = 1% | D = . | E = ? | F = -1

COc1ccc(Cc2noc(CN(C)CCN3CCc4ccccc4C3)n2)cc1OC
  A = ? | B = -3 | C = -16% | D = 7.4µM* | E = -70% | F = 6

Cc1ccc(/C=C2/Sc3ccc(C(=O)N4CCC5(CC4)OCCO5)cc3NC2=O)cc1
  A = -3% | B = -4 | C = 14% | D = ? | E = ? | F = 0

FC(F)(F)c1ccc(Cl)c(N/N=C/c2ccc(N3CCOCC3)s2)c1
  A = -3% | B = -3 | C = -7% | D = 7.4µM* | E = ? | F = 11

O=C(c1n[nH]c(=O)c2ccccc12)N1CCN(c2ccccc2)CC1
  A = 14% | B = -8 | C = 3% | D = 20% | E = -4% | F = 16

O=C(c1ccccc1Cc1ccccc1)N1CCN(S(=O)(=O)c2ccccc2)CC1
  A = -26% | B = -10 | C = 2% | D = ? | E = -28% | F = 1

CC1CCN(Cc2cc(=O)oc3ccc4ccccc4c23)CC1
  A = 11% | B = -2 | C = 2% | D = 8.3µM* | E = 7.4µM* | F = 1

COc1cccc(N(CC(=O)NC2CCCCC2)C(=O)CCC(=O)Nc2nccs2)c1
  A = 1% | B = 14 | C = 7% | D = 12µM* | E = ? | F = 3

O=C1Nc2ccccc2C(c2ccccc2)=NC1O (configuration not stated)
  A = 11% | B = -6 | C = 4% | D = 27% | E = 5%[0.00184 µM] | F = 7

Cc1ccc(/C=N/Nc2ccc(F)cc2)s1
  A = -33% | B = 68* | C = 12% | D = ? | E = ? | F = 23*
